NadD inh = inhibitors of Staphylococcus aureus NadD; purified NadD enzyme, colorimetric absorbance read-out; inhibition, % at 20 µM; hit rate 0.78% among 360,000; AID 602399; in the data active = inhibition above about 26%; also: some compounds past the cut are filed as inactive
CendR NRP1 mod = NRP-1/CendR interaction modulation. O14786. FAM-RPARPAR peptide binding to NRP-1, fluorescence polarization. inhibition, % at 25 µM. hit rate 0.85% among 360,000. AID 602438;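 active = inhibition or corrected inhibition above about 18%, plus a signal ratio from 0.5 to 1.5, limit read from the data, passing the limit was not always enough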; also: strong numbers were not always called active
Scp-1 inhibitor = inhibitors of human Scp-1 phosphatase; Recombinant Scp1, phosphopeptide, malachite green phosphate absorbance; inhibition, % at 20 µM; Q9GZU7; AID 493091; hit rate 0.88% among 340,000;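 active = inhibition above about 50% at 20 µM, limit read from the data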;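 also: plate controls were DMSO wells with enzyme for no effect and wells lacking enzyme for full effect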
Target sequence (Q9GZU7 76-261 limits assumed): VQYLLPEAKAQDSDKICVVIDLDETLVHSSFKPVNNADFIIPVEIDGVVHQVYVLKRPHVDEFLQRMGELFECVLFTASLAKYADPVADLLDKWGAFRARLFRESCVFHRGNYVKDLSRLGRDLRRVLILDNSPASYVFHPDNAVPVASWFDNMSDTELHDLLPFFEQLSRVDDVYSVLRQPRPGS
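Test system: SCP-1 catalytic domain; Buffer or medium: Acidic Tris acetate buffer with magnesium and detergent; Also added: Phosphorylated 17-residue peptide substrate; Compound: single 20 µM dose, 1% DMSO; Schedule: enzyme reaction 45 min at room temperature, colour 5 min, stabilisation 30 min; Signal: Phosphate-binding colour reagent, absorbance read at 630 nm.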
SKN-1 block = inhibitors of C. elegans SKN-1; C. elegans VP596 Pgst-4::GFP/RFP ratio, acrylamide-induced, 24 h; inhibition, % at 21.8 µM; AID 624304; hit rate 0.49% among 360,000;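 active = interference check ratio from 0.5 to 1.5 plus GFP to RFP signal ratio inhibition reaching or exceeding a fixed threshold, cut at about 30% in these data, passing the limit was not always enough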; also: some compounds called inactive have numbers as strong as hits
STEP block = blocks human striatal-enriched tyrosine phosphatase | AID 588621 | hit rate 0.25% among 360,000 | recombinant STEP, OMFP fluorogenic substrate, fluorescence | inhibition, % at 20 µM;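 active = inhibition at 20 µM, scaled per plate between control wells, above about 37%, limit read from the data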;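 also: 0% = DMSO with enzyme and substrate and 100% = substrate only without enzyme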
Target sequence (P54829 whole entry, looked up): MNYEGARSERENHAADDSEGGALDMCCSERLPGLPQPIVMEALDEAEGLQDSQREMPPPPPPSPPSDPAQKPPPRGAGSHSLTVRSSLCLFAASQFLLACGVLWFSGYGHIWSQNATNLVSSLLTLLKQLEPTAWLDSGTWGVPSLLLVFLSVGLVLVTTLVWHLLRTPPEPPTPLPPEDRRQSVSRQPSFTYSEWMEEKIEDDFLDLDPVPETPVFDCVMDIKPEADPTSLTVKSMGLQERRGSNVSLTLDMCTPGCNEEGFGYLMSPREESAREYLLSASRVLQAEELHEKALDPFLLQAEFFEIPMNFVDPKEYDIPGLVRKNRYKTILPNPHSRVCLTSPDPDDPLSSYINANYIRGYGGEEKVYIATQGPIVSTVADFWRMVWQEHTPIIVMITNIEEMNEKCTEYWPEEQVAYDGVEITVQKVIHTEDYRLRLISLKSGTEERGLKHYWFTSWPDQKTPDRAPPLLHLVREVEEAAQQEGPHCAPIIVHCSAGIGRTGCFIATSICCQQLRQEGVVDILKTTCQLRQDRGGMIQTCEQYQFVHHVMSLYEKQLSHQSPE
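Test system: STEP tyrosine phosphatase / Reagent: OMFP at 25 µM / Doses: 20 µM, 1% DMSO / Read-out: percent inhibition scaled to no-enzyme and uninhibited-enzyme controls, plate-pattern corrected / Detection: FITC-channel fluorescence of OMFP product / Medium: Bis-Tris buffer pH 6.0, 2.5 mM DTT, 0.005% Tween 20 / Schedule: 20 min at room temperature, dark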
Tb MetRS inh = blocks T. brucei methionyl-tRNA synthetase activity; hit rate 0.4% among 360,000; purified T. brucei MetRS, ATP depletion, Kinase-Glo luminescence; inhibition, % at 11.9 µM;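 active = inhibition above a per-plate cutoff of the control wells' mean inhibition plus 3 SD, cut at about 5.5% in these data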;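 also: 0% = DMSO wells median and 100% = median of wells with control inhibitor compound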
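Test system – parasite MetRS enzyme · Reagent – substrates ATP, L-methionine and bulk Escherichia coli tRNA · Doses – 11.9 µM compound single dose, 0.9% DMSO · Times – 15 min enzyme-compound preincubation, 2 h reaction, 10 min detection, 25 °C · Signal – Kinase-Glo luminescence, ATP depletion format · Controls – DMSO-only wells as low control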
SUMO1 PPI mod = SUMO1-SIM interaction modulation; SUMO1 binding to a labelled peptide, TR-FRET, 1 h; inhibition, % at 20 µM; hit rate 0.33% among 360,000; AID 602429; in the data active = inhibition above about 37%
Target sequence (P63165 whole entry, looked up): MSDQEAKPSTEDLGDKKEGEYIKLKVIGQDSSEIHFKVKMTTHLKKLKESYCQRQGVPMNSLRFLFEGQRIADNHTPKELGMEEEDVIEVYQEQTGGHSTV
Neddylation inh = inhibitors of human cullin neddylation | hit rate 0.58% among 360,000 | AID 651699 | TR-FRET cullin neddylation, biochemical | P61081+Q13564 | calls only at 25 µM; in the data active = inhibition above about 36%
DNMT1 block = blocks human DNA methyltransferase DNMT1 | P26358 | DNMT1 molecular beacon, Hinp1I cleavage, fluorescence | inhibition (reported as % activation of signal), % at 10 µM | hit rate 0.83% among 360,000 | AID 588458; in the data active = inhibition above about 50%
LMPTP inh = blocks human LMPTP phosphatase; hit rate 0.22% among 360,000; recombinant LMPTP-A, OMFP fluorogenic substrate, fluorescence intensity; P24666; inhibition, % at 20 µM;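 active = compounds that cut the enzyme signal by at least half of the control window in the single-dose screen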;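 also: plate controls were DMSO wells with enzyme plus substrate for no effect and substrate without enzyme for full effect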
Target sequence (P24666 whole entry, looked up): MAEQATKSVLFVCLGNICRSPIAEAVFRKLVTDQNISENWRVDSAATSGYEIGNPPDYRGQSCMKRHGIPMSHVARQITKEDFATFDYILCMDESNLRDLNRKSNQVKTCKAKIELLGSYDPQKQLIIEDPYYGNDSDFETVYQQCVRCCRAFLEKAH
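Material: LMPTP-A; amount: 0.625 nM enzyme; doses: single 20 µM dose; times: reaction 50 min, room temperature, dark; technique: fluorescence intensity of OMFP turnover product; benchmarks: no-enzyme and uninhibited controls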
* hit, by the source's call.

Screening CC1(Oc2cccc(F)c2)CCN(Cc2ccccc2OC(F)F)C1 (stereo unspecified) returned NadD inh -5, CendR NRP1 mod 3, SKN-1 block 13, STEP block -2, Tb MetRS inh -0.4, SUMO1 PPI mod 2, Neddylation inh inactive, DNMT1 block 9 and LMPTP inh -3.1.
For CC1(C)Cc2c(sc3nc4n(c(=O)c23)CCC4)CO1 the results were NadD inh 1, CendR NRP1 mod -144, Scp-1 inhibitor -15, SKN-1 block 8, STEP block -4, Tb MetRS inh -0.2, SUMO1 PPI mod -1, Neddylation inh inactive, DNMT1 block 1 and LMPTP inh -1.0.
For CCc1ccc(NC(=O)C2CCN(C(=O)N3CCOc4ccccc43)CC2)cc1 the results were NadD inh 0, CendR NRP1 mod 1, Scp-1 inhibitor -7, SKN-1 block 12, STEP block -1, Tb MetRS inh 0.1, SUMO1 PPI mod 2, Neddylation inh inactive, DNMT1 block -2 and LMPTP inh 0.1.
`CCCCN(C(=O)CSCc1c(C)noc1C)c1c(N)n(CCCC)c(=O)[nH]c1=O` gave NadD inh 1, CendR NRP1 mod -10, Scp-1 inhibitor -6, SKN-1 block 27, STEP block 3, Tb MetRS inh 0.0, SUMO1 PPI mod 2, Neddylation inh inactive, DNMT1 block -1 and LMPTP inh 0.3.
`CC(C)Oc1ccc(CCC(=O)N/N=C/c2ccc3c(c2)OCO3)cc1` gave NadD inh -8, CendR NRP1 mod 3, Scp-1 inhibitor -12, SKN-1 block 4, STEP block 0, Tb MetRS inh 0.5, SUMO1 PPI mod -9, Neddylation inh inactive, DNMT1 block 0 and LMPTP inh 0.0.
Cc1ccc(N2C(=O)[C@@H]3[C@H](C2=O)C2CCCN2[C@@H]3C(=O)c2ccccc2)cc1 (stereo partly specified) was read as NadD inh 10, CendR NRP1 mod -45, Scp-1 inhibitor -11, SKN-1 block -4, STEP block -2, Tb MetRS inh -0.3, SUMO1 PPI mod -1, Neddylation inh inactive, DNMT1 block -9 and LMPTP inh -2.5.
Screening COc1cc(NC(=O)c2c3c(nc4ccccc24)CCC3)cc(OC)c1 returned NadD inh -1, CendR NRP1 mod -12, Scp-1 inhibitor -6, SKN-1 block 8, STEP block -1, Tb MetRS inh -0.3, SUMO1 PPI mod 0, Neddylation inh inactive, DNMT1 block -5 and LMPTP inh 0.3.
Screening CCN1CCN(S(=O)(=O)c2ccc(Cl)c(C(=O)N(C)Cc3cccc(Cl)c3Cl)c2)CC1 returned NadD inh -2, CendR NRP1 mod 0, Scp-1 inhibitor -6, SKN-1 block 2, STEP block 0, Tb MetRS inh -0.4, SUMO1 PPI mod -34, Neddylation inh inactive, DNMT1 block -3 and LMPTP inh -10.
Screening O=C(Cc1c(Cl)cccc1Cl)OCC(=O)N1CCOCC1 returned NadD inh 0, CendR NRP1 mod 6, Scp-1 inhibitor -5, SKN-1 block -17, STEP block -1, Tb MetRS inh -0.3, SUMO1 PPI mod -1, Neddylation inh inactive, DNMT1 block 2 and LMPTP inh -2.4.
`O=C(COc1ccc2c(c1)CCC2)N1CCN(c2cccc(C(F)(F)F)c2)CC1` gave NadD inh 0, CendR NRP1 mod -6, Scp-1 inhibitor -6, SKN-1 block -2, STEP block 2, Tb MetRS inh 0.0, SUMO1 PPI mod 1, Neddylation inh inactive, DNMT1 block -5 and LMPTP inh 3.4.
For CN=CC1=C(O)CC(C)(C)CC1=O the results were NadD inh -5, CendR NRP1 mod -1, Scp-1 inhibitor -10, SKN-1 block -1, STEP block 2, Tb MetRS inh -0.1, SUMO1 PPI mod 1, Neddylation inh inactive, DNMT1 block 0 and LMPTP inh -0.9.
For COC(=O)[C@@]12C[C@@H](CC(=O)NCC34CC5CC(CC(C5)C3)C4)C(=O)N(Cc3ccc4c(c3)OCO4)C1=CCC(C)(C)C2 the results were CendR NRP1 mod 7, SKN-1 block 6, Tb MetRS inh -0.1, SUMO1 PPI mod 3, Neddylation inh inactive and LMPTP inh 4.9.
`COc1ccccc1C1C2=C(N=C3SCC(=O)N31)c1ccccc1CC2` (stereo unspecified) gave NadD inh 1, CendR NRP1 mod 8, Scp-1 inhibitor 3, SKN-1 block 0, STEP block -5, Tb MetRS inh -1.7, SUMO1 PPI mod 4, Neddylation inh inactive, DNMT1 block -5 and LMPTP inh 2.2.
O=C1CC(c2ccsc2)c2cc3c(cc2N1)OCCO3 (stereo unspecified) was read as NadD inh 1, CendR NRP1 mod -12, Scp-1 inhibitor -6, SKN-1 block 2, STEP block 2, Tb MetRS inh 0.2, SUMO1 PPI mod 3, Neddylation inh inactive, DNMT1 block 7 and LMPTP inh -0.9.
`CC(C)(C)c1nc(SCC(=O)NNC(=O)c2ccccc2)c2ccccc2n1` gave NadD inh 0, CendR NRP1 mod -8, Scp-1 inhibitor -1, SKN-1 block 18, STEP block 0, Tb MetRS inh -0.4, SUMO1 PPI mod -3, Neddylation inh inactive, DNMT1 block 1 and LMPTP inh 1.0.
Screening COc1cc(OC)c(C2C(C#N)=C(C)NC(C)=C2C#N)c(C(=O)O)c1 returned NadD inh -3, CendR NRP1 mod 6, Scp-1 inhibitor 1, SKN-1 block 15, STEP block -1, Tb MetRS inh 2.0, SUMO1 PPI mod -2, Neddylation inh inactive, DNMT1 block 0 and LMPTP inh -0.5.
For CC1=CC(=O)C(C(C)C)=C/C1=N/OC(=O)c1cccc([N+](=O)[O-])c1 the results were NadD inh -5, CendR NRP1 mod -1, Scp-1 inhibitor -9, SKN-1 block -4, STEP block -1, Tb MetRS inh 0.0, SUMO1 PPI mod -22, Neddylation inh inactive, DNMT1 block -5 and LMPTP inh -2.3.
For CC1C(=O)CCCCCCCCCC2C1(N1CCOCC1)CS2(=O)=O (stereo unspecified) the results were NadD inh 1, CendR NRP1 mod 5, Scp-1 inhibitor -1, SKN-1 block 3, STEP block -2, Tb MetRS inh -0.4, SUMO1 PPI mod 3, Neddylation inh inactive, DNMT1 block -3 and LMPTP inh -2.8.
Screening N#Cc1ccc(/C=C2\CCCCn3c2nc2cc(C(=O)O)ccc2c3=O)cc1 returned NadD inh 3, CendR NRP1 mod 8, Scp-1 inhibitor -1, SKN-1 block 21, STEP block -1, Tb MetRS inh 0.0, SUMO1 PPI mod -16, Neddylation inh inactive, DNMT1 block -1 and LMPTP inh -2.0.
For CC(=O)Oc1ccc2c(=O)oc(-c3ccccc3C)nc2c1 the results were NadD inh -9, CendR NRP1 mod -5, Scp-1 inhibitor -4, SKN-1 block 6, STEP block 4, Tb MetRS inh 0.5, SUMO1 PPI mod 0, Neddylation inh inactive, DNMT1 block -3 and LMPTP inh -0.9.
COc1ccc(C2CC(c3ccccc3)=NN2C(=O)CSc2nnnn2-c2cccc(C)c2)cc1 (stereo unspecified) was read as NadD inh 4, CendR NRP1 mod -9, Scp-1 inhibitor -19, SKN-1 block -3, STEP block 1, Tb MetRS inh 0.3, SUMO1 PPI mod -1, Neddylation inh inactive, DNMT1 block 2 and LMPTP inh 5.4.
Screening COc1cccc(C(C(=O)NC2CCCCC2)N(CCN2CCOCC2)C(=O)C2COc3ccccc3O2)c1 (stereo unspecified) returned NadD inh 0, CendR NRP1 mod 4, Scp-1 inhibitor 0, SKN-1 block -12, STEP block -4, Tb MetRS inh -0.1, SUMO1 PPI mod 0, Neddylation inh inactive, DNMT1 block 2 and LMPTP inh 0.2.
For CSc1c(-c2ccccn2)c(N)nn1C(=O)C1CCC1 the results were NadD inh 2, CendR NRP1 mod 8, Scp-1 inhibitor -4, SKN-1 block -4, STEP block 0, Tb MetRS inh 0.0, SUMO1 PPI mod 0, Neddylation inh inactive, DNMT1 block -1 and LMPTP inh 1.1.
`COc1ccccc1CCNC(=O)c1cccc(S(=O)(=O)N2CCc3ccccc3C2)c1` gave NadD inh -11, CendR NRP1 mod 11, Scp-1 inhibitor -3, SKN-1 block -5, STEP block -3, Tb MetRS inh 0.5, SUMO1 PPI mod 5, Neddylation inh inactive, DNMT1 block -2 and LMPTP inh 2.9.
C=CCNC(=O)C1CCC(C(=O)NCC=C)CC1 (stereo unspecified) was read as NadD inh 1, CendR NRP1 mod 1, Scp-1 inhibitor -6, SKN-1 block 11, STEP block 0, Tb MetRS inh 0.0, SUMO1 PPI mod 4, Neddylation inh inactive, DNMT1 block 2 and LMPTP inh 0.1.
CC(C)(C)OC(=O)N[C@H](Cc1ccccc1)C(=O)N1CCC[C@@H]1C(=O)O was read as NadD inh -2, CendR NRP1 mod 0, Scp-1 inhibitor -4, SKN-1 block 3, STEP block 6, Tb MetRS inh 0.4, SUMO1 PPI mod 13, Neddylation inh inactive, DNMT1 block -1 and LMPTP inh -1.3.
CCOC(=O)c1c(C2CC2)csc1NC(C)=O was read as NadD inh -9, CendR NRP1 mod 4, Scp-1 inhibitor -7, SKN-1 block 3, STEP block -2, Tb MetRS inh -0.9, SUMO1 PPI mod -2, Neddylation inh inactive, DNMT1 block -1 and LMPTP inh 0.4.
`CN(C)CCNS(=O)(=O)c1ccc2c3c(cccc13)C(=O)N2` gave NadD inh -3, CendR NRP1 mod 4, Scp-1 inhibitor -2, SKN-1 block -16, STEP block 2, Tb MetRS inh -0.4, SUMO1 PPI mod -19, DNMT1 block 2 and LMPTP inh 8.9.
Screening CC(C)CNC(=O)c1ccccc1NC(=O)c1ccccc1N(C)S(C)(=O)=O returned NadD inh 0, CendR NRP1 mod 4, Scp-1 inhibitor 0, SKN-1 block 7, STEP block 8, Tb MetRS inh -0.3, SUMO1 PPI mod -1, Neddylation inh inactive, DNMT1 block 0 and LMPTP inh -0.2.
Screening COc1ccc(/C=C/c2c(-c3ccc(OC)cc3)oc3ccc(-c4ccc(OC)cc4)cc23)cc1 returned NadD inh 16, CendR NRP1 mod -6, Scp-1 inhibitor -3, SKN-1 block 20, STEP block 3, Tb MetRS inh -0.2, SUMO1 PPI mod -1, DNMT1 block 4 and LMPTP inh 1.3.
Screening CCC(=O)Nc1cccc(-c2nnc(-c3ccccc3)o2)c1 returned NadD inh -3, CendR NRP1 mod 11, Scp-1 inhibitor -9, SKN-1 block 4, STEP block 4, Tb MetRS inh 0.4, SUMO1 PPI mod 5, Neddylation inh inactive, DNMT1 block 1 and LMPTP inh 1.3.
COc1ccc(CCNC(=O)CC2SC(=NCc3ccccc3OC)NC2=O)cc1 (stereo unspecified) was read as NadD inh 1, CendR NRP1 mod 11, Scp-1 inhibitor 5, SKN-1 block -6, STEP block 0, Tb MetRS inh -0.2, SUMO1 PPI mod 1, Neddylation inh inactive, DNMT1 block 1 and LMPTP inh -2.2.

Assay outcomes (PubChem BioAssay)

An unsorted share of the library, and some 4.6% of all compounds hit somewhere here.
